TDP43 rescue: TDP-43 toxicity inhibition in yeast; Potency, µM (doses to about 46.1 µM), for inactives: at the top dose growth rescue (activation), usual class: activators; TDP-43 expressing yeast growth rescue, BacTiter-Glo, 24 h; hit rate 1.8% among 410,000; note: potency is the fitted concentration of half-maximal effect; % of control where 0% means no effect; nearly all actives have a fitted effect of over 50% in size
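Readout is BacTiter-Glo luminescence of cell growth, so inhibitors register as activators. TDP-43-expressing yeast at OD600=0.02 in galactose medium, after raffinose pregrowth to mid-log, were incubated with compound for 24 hr at 30 deg C.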
Akt phos inh: blocks phosphorylation of Akt | Neuro2A IGF-stimulated pAkt S473 HTRF, 20 min; stronger effect = lower value | activity change, % for hits at 50 µM | hit rate 0.32% among 360,000 | AID 651550; in the data active = activity change below about -80%; inconclusive = mostly about -51% to -80%; note: % is set by controls: 0 for no effect and ±100 for the full control effect
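Single-point screen (50 µM final compound) in Neuro2A cells stimulated 20 min with 6 nM IGF at 37 deg C. After lysis, Ser473-phosphorylated Akt read by HTRF (ex 330 nm, em 615/665 nm) as the 665/615 ratio.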
aSyn yeast inh: alpha-synuclein toxicity inhibition in yeast | Yeast expressing alpha-synuclein, growth rescue, BacTiter-Glo, 24 h | AID 652106 | hit rate 0.14% among 370,000 | Potency, µM (titrated, usually from 46.1 µM), for inactives: at the highest dose growth rescue (activation), most hits filed as activators; note: potency is the fitted concentration of half-maximal effect; % of control where 0% means no effect; nearly all actives have a fitted effect of over 65% in size
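Readout is rescue of growth in alpha-synuclein-expressing yeast, so inhibitors of toxicity appear as activators. Growth after 24 hr at 30 deg C in galactose medium is quantified by luminescence.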
Abeta yeast res: compounds reversing amyloid beta toxicity in yeast; yeast expressing A-beta42, growth rescue, OD600, 48 h; response scale: 0% DMSO, 100% iron-clioquinol control; Potency, µM (highest dose often 46.1 µM), without a hit: top-dose growth rescue, actives largely listed as activators; hit rate 0.063% among 410,000; AID 1347071; note: potency is the fitted concentration of half-maximal effect; nearly all actives have a fitted effect of over 55% in size
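Yeast growth medium received pinned compounds, then yeast cells expressing toxic A-beta were added; plates incubated at 30 C for 48 hr. Growth read as absorbance at 600 nm, normalized to DMSO and equimolar FeCl3 plus clioquinol controls.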
FUS yeast rescue: FUS proteinopathy suppression in yeast. S. cerevisiae FUS-expressing, growth rescue, OD600, 24 h. Potency, µM (doses to about 76.6 µM), inactives show at the highest dose growth rescue (activation), hits mostly activators. hit rate 0.24% among 390,000. AID 1347120;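 note: potency is the fitted concentration of half-maximal effect; plate controls were DMSO vehicle for no effect and reference control for full effect; nearly all actives have a fitted effect of over 55% in size; some results filed as inactive show a strong effect at the top dose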
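Steps: raffinose overnight preculture; dilution to OD 0.005 in 2% galactose minimal medium; compound addition (concentration series); 24hr at 30C, 99% humidity; absorbance read at 600 nm.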
MmCpn inh: M. maripaludis TRiC chaperonin inhibition | purified Mm-Cpn ATPase, ADP Transcreener TR-FRET | Potency, µM (highest dose often 76.9 µM), inactives show at the highest dose activity, negative = inhibition, actives largely listed as inhibitors | hit rate 0.031% among 330,000 | AID 504842; note: potency is the fitted concentration of half-maximal effect; % is set by controls: 0 for no effect and ±100 for the full control effect; nearly all actives have a fitted effect of over 80% in size
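ATPase turnover read by TR-FRET ADP competition (Eu cryptate antibody/ADP-d2, 665/590 nm): 10uM ATP final, 25nM Mm-CPN final, 30 min 37degC after 10-min compound preincubation, pH 7.4 Tris/KCl/MgCl2/DTT buffer.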
GLP1R cytotox: cytotoxicity counter-screen for GLP-1 receptor inverse agonists; AID 624418; HEK293 cAMP-luciferase reporter cells, luminescence, 24 h; hit rate 0.13% among 410,000; Potency, µM (series often up to 38.3 µM), without a hit: at the top dose activity change, negative = inhibition, most hits filed as inhibitors;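 note: loss of luciferase light is scored as toxicity; potency is the fitted concentration of half-maximal effect; % is set by controls: 0 for no effect and ±100 for the full control effect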
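To flag toxic compounds, the library was rerun on cells for 24 hr at 37 deg C and 5% CO2. Viability-linked luminescence was captured 12 min after adding luciferase detection reagent.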
GLP-1R inv ag: acts as inverse agonist at human GLP-1 receptor. P43220. HEK293 GLP-1R CRE-luciferase, luminescence, 24 h; GLP-1R form is constitutively active. Potency, µM (doses to about 38.3 µM), inactives show top-dose activity change, negative = inhibition, usual class: inhibitors. hit rate 1.6% among 410,000. AID 624417; note: potency is the fitted concentration of half-maximal effect; % is set by controls: 0 for no effect and ±100 for the full control effect; nearly all actives have a fitted effect of over 55% in size
Target sequence (P43220 whole entry, looked up): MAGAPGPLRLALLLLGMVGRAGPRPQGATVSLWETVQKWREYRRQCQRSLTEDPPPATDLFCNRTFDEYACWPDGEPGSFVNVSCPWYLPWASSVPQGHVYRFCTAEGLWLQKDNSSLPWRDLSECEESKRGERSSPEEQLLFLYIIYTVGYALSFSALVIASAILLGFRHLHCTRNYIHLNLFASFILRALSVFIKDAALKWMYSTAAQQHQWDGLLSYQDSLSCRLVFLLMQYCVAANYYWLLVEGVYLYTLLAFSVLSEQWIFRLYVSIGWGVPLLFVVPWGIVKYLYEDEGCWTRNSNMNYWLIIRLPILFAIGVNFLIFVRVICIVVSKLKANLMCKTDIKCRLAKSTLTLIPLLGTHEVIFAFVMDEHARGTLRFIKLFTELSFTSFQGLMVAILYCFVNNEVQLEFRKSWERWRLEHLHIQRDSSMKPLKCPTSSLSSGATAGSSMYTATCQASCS
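GLP-1R inverse agonism mode: basal reporter luminescence in engineered HEK293 cells measured after one day of compound exposure at 37 deg C, with a 12 min room-temperature detection step.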
PTHR1 agonist: agonists of human PTHR1 parathyroid hormone receptor. Q03431. hit rate 0.075% among 410,000. Potency, µM (doses to about 115 µM), for inactives: top-dose activation, hits mostly activators. HEK293 GP2 PTHR1 cells, GloSensor cAMP luminescence, 1 h; note: potency is the fitted concentration of half-maximal effect; nearly all actives have a fitted effect of over 55% in size; some results filed as inactive show a strong effect at the top dose; inactives centre near -15; many of its hits are not listed in these tables
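HEK-293-derived GP2 cells expressing PTHR1 and a GloSensor cAMP reporter, 3,000/well, plated overnight, given luciferin plus IBMX (each 0.5 mM as added) for 1 h at 37 °C, then compound for 1 h at 37 °C. Luminescence was read after 15 min at room temperature.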
An asterisk follows results filed as active; i = inactive; ? = inconclusive; . = no result given; [ ] = remark or other dose. Unless noted, calls come from the whole dose curve; as a rule, active = well fitted curve in the direction sought with a large enough effect; inconclusive = small, poorly fitted or top-dose-only effect, or another doubt; inactive = no such curve, though single readings can be large; an effect the other way counts as inactive or inconclusive. These rows are one share of the data; the hit share may differ from the screen's.

No. | molecule | TDP43 rescue | Akt phos inh | aSyn yeast inh | Abeta yeast res | FUS yeast rescue
1 | COc1ccc(C(=O)OC2CCN(C)CC2)cc1 | 3% | i | 2% | 6% | -16%
2 | C[C@@H]1C(=O)O[C@@H]2[C@H](O)C34[C@@H]5OC(=O)C3(O[C@H]3OC(=O)[C@H](O)C34[C@H](C(C)(C)C)[C@H]5O)[C@@]12O (stereo partly specified) | -3% | i | -2% | -1% | -8%
3 | C#C[C@]1(O)CC[C@H]2[C@@H]3CCC4=CC(=O)CC[C@]4(C)[C@H]3CC[C@@]21C | ? | i | 7% | 25% | -12%
4 | CN1C(=O)C(=Cc2ccccc2OCc2ccc(C(=O)O)cc2)C(=O)N(C)C1=O | -19% | i | -2% | -33% | 23%
5 | c1ccc2c(c1)CN(Cc1ccc3c(c1)OCO3)Cc1cnnn1-2 | 8% | i | 6% | -7% | -5%
6 | O=C1CN=C(c2ccc(Cl)cc2)c2oc3ccccc3c2N1 | -1% | i | -8% | -39%[inhibitor] | 0%
7 | O=C1C(Br)C2CCC1C2C(=O)O (stereo unspecified) | 3% | i | 2% | 2% | -2%
8 | COc1cc2c(cc1OC)C13CCN4C=C5CCOC6CC(=O)N2C1C6C5CC43 (stereo unspecified) | 11% | i | 2% | 2% | .
9 | CN1CCCC1c1ccc(=O)[nH]c1 (stereo unspecified) | -9% | i | -14% | -2% | .
10 | COc1ccc(CC(=O)N/N=C(\C)c2ccccn2)cc1 | 14% | i | -8% | -8% | 4%
11 | O=C1NC(=O)C(CCc2ccncc2)(C2CCCCC2)C(=O)N1 | -2% | i | 8% | -16% | .
12 | CCOC(C(=O)OCCC[N+](C)(CC)CC)(c1ccccc1)c1ccccc1 | -18% | i | 1% | -6% | 7%

No. | MmCpn inh | GLP1R cytotox | GLP-1R inv ag | PTHR1 agonist
1 | 3% | 4% | ? | i
2 | -6% | 3% | -1% | 4%
3 | -2% | 6% | 6% | -5%
4 | -11% | -2% | 26% | i
5 | . | 3% | -27% | -19%
6 | 0% | -37% | 6% | i
7 | . | 11% | -2% | -21%
8 | . | -16% | -4% | -23%
9 | . | -20% | 17% | i
10 | -1% | ? | ? | i
11 | -1% | -3% | 5% | i
12 | 0% | 1% | 1% | 12%[57.5 µM]

(cont.)
No. | molecule | TDP43 rescue | Akt phos inh | aSyn yeast inh | Abeta yeast res | FUS yeast rescue
13 | O=c1[nH]c(=S)[nH]c(O)c1N=Nc1ccc(S(=O)(=O)N2CCOCC2)cc1 | 1% | i | 2% | 13% | 13%
14 | CC(C)(C#CC(=O)O)OOC(c1ccccc1)(c1ccccc1)c1ccccc1 | 0% | i | -31%[inhibitor] | -5% | 16%
15 | COP(=O)(C#Cc1ccccc1)C(O)c1ccc(Br)cc1 (stereo unspecified) | 15% | i | -11% | 3% | -4%
16 | CCOP(=S)(OCC)Oc1cc(C)oc(=O)c1Cl | -10% | i | 0% | -6% | -5%
17 | CCC(c1nnnn1C(C)(C)C)N1CCC2(CC1)C(=O)NCN2c1ccccc1 (stereo unspecified) | 19% | i | ? | -6% | -11%
18 | CCOc1ccc2nc(SCC(=O)N3CCCCCC3)c(C#N)cc2c1 | -1% | i | 13% | 16% | 14%
19 | COC(=O)C1=C(c2cccc(OCc3ccccc3)c2)C[C@@H]2CC[C@H]1N2C(=O)NCCc1ccc(F)cc1 | -11% | i | -11% | 1% | ?
20 | CN(C)S(=O)(=O)c1cc(C(=O)N2CCC(C(=O)O)(c3ccccc3)CC2)ccc1Cl | -14% | i | -1% | -15% | 2%
21 | COc1ccc(NC(=O)Nc2ccc3c(c2)C(=O)N([C@H](C)CO)C[C@H](C)[C@@H](CN(C)S(=O)(=O)c2ccc(F)cc2)O3)cc1 | 3% | i | -1% | 11% | ?
22 | CCc1ccc(N2C(=O)NC(=O)C(Cc3ccc(OC)cc3OC)C2=O)cc1 (stereo unspecified) | -2% | i | 2% | -8% | 24%
23 | Clc1ccc2c(N/N=C/c3ccc(Br)cc3)ccnc2c1 | 17% | i | 0% | -43%[inhibitor] | 0%
24 | COc1ccccc1CN1CC(C(=O)NCCN(C)CCc2ccccc2)CCC1=O (stereo unspecified) | -32%[inhibitor] | i | 11% | -5% | -3%
25 | O=C1NC(=O)C(C/C=C/c2ccccc2)C(=O)N1 | -26% | i | -9% | -13% | 16%

No. | MmCpn inh | GLP1R cytotox | GLP-1R inv ag | PTHR1 agonist
13 | -3% | ? | 20% | -12%
14 | 0% | -20% | 11µM* | -55%[inhibitor]
15 | -1% | 4% | -6% | -17%
16 | 0% | 10% | 16% | i
17 | . | -7% | 7% | -16%
18 | -1% | 48%[activator] | 11% | -9%[57.5 µM]
19 | 1% | 0% | ? | -20%
20 | 0% | -2% | 10% | i
21 | 3% | 5% | -6% | -41%[inhibitor]
22 | 0% | -15% | 3% | -11%
23 | 2% | ? | ? | -15%
24 | 4% | 1% | -12% | ?
25 | -1% | -9% | 18% | i

Structures from the list above with nitrogen in an aromatic ring (8):
No. | molecule | TDP43 rescue | Akt phos inh | aSyn yeast inh | Abeta yeast res | FUS yeast rescue
5 | c1ccc2c(c1)CN(Cc1ccc3c(c1)OCO3)Cc1cnnn1-2 | 8% | i | 6% | -7% | -5%
9 | CN1CCCC1c1ccc(=O)[nH]c1 (stereo unspecified) | -9% | i | -14% | -2% | .
10 | COc1ccc(CC(=O)N/N=C(\C)c2ccccn2)cc1 | 14% | i | -8% | -8% | 4%
11 | O=C1NC(=O)C(CCc2ccncc2)(C2CCCCC2)C(=O)N1 | -2% | i | 8% | -16% | .
13 | O=c1[nH]c(=S)[nH]c(O)c1N=Nc1ccc(S(=O)(=O)N2CCOCC2)cc1 | 1% | i | 2% | 13% | 13%
17 | CCC(c1nnnn1C(C)(C)C)N1CCC2(CC1)C(=O)NCN2c1ccccc1 (stereo unspecified) | 19% | i | ? | -6% | -11%
18 | CCOc1ccc2nc(SCC(=O)N3CCCCCC3)c(C#N)cc2c1 | -1% | i | 13% | 16% | 14%
23 | Clc1ccc2c(N/N=C/c3ccc(Br)cc3)ccnc2c1 | 17% | i | 0% | -43%[inhibitor] | 0%

No. | MmCpn inh | GLP1R cytotox | GLP-1R inv ag | PTHR1 agonist
5 | . | 3% | -27% | -19%
9 | . | -20% | 17% | i
10 | -1% | ? | ? | i
11 | -1% | -3% | 5% | i
13 | -3% | ? | 20% | -12%
17 | . | -7% | 7% | -16%
18 | -1% | 48%[activator] | 11% | -9%[57.5 µM]
23 | 2% | ? | ? | -15%

Screening results from PubChem.
